HTR1E agonist – 5-HT1E (human) receptor agonism | AID 574 | CHO 5-HT1E Ga15 NFAT-bla reporter, FRET; 0% DMSO wells, 100% control agonist wells | 65,000 tested, 0.69% active | activation, % at 6 µM;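 active = activation above a set limit, the screen-wide mean activation plus 3 SD, cut at about 8.5% in these data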;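 note: 100% = positive control agonist at 1 µM giving full maximal response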
S1P1 ag-PAM – S1P1 (human) agonism or agonism potentiation; P21453; S1P1 CRE-bla cells, forskolin, beta-lactamase FRET, potentiator mode; S1P1 agonist co-added at EC20, 2 nM; 100% = saturating reference agonist, 0% = basal; activation, % at 9.5 µM; 56,000 tested, 0.57% active;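 active = activation above a cutoff set at the mean activation of all tested compounds plus 3 SD, cut at about 54% in these data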;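 note: forskolin at 4 µM as EC80 and the EC20 agonist is SEW2871; 100% = SEW2871 at its EC100 plus forskolin at EC80; some compounds past the cut are filed as inactive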
5HT1E antag – 5-HT1E (human) receptor antagonism | CHO 5-HT1E Ga15 NFAT-bla reporter, FRET, antagonist | inhibition, % at 6 µM | 65,000 tested, 0.99% active;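 active = inhibition above a set limit, the mean inhibition across every tested compound plus 3 SD, cut at about 29% in these data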;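 note: signal is the 460 over 535 nm emission ratio of beta-lactamase substrate; 0% = agonist plus DMSO wells and 100% = wells without agonist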
5-HT1A blocker – 5-HT1a (human) receptor antagonism. inhibition, % at 10 µM. CHO 5-HT1a Ga15 NFAT-bla reporter, antagonist mode. P08908. 62,000 tested, 0.68% active. AID 612;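 active = inhibition above the mean of all tested compounds plus 3 SD, cut at about 43% in these data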;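 note: receptor stimulated by 5-CT agonist at 100 nM near EC80; beta-lactamase reporter measured by ratiometric fluorescence of a cleavable substrate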
Target sequence (P08908 whole entry, looked up): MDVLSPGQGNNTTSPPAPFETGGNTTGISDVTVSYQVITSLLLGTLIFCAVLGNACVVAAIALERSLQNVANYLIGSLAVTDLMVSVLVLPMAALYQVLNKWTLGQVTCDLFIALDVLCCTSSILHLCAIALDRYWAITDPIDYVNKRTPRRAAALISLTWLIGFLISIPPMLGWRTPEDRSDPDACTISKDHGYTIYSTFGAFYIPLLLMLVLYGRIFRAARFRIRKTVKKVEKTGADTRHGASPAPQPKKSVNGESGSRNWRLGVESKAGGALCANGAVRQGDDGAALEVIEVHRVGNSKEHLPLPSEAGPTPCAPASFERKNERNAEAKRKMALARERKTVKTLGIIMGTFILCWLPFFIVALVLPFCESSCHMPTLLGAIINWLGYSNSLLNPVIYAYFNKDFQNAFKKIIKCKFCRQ
SF-1 act – activates the human nuclear receptor SF-1. Q13285. CHO-K1 Gal4-SF-1 LBD luciferase reporter; % increase over DMSO SF-1-specific signal. activation, % at 10 µM. 65,000 tested, 1.9% active. AID 522;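 active = activation above the mean activation of all tested compounds plus 3 SD, cut at about 50% in these data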
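Material: Gal4–SF-1 LBD one-hybrid luciferase reporter in CHO-K1 cells | Amount: 4,000 cells per well | Compound dosing: 10 µM single point, 1% DMSO | Schedule: 20 h compound treatment, 37 °C | Measured by: SteadyLite luciferase luminescence | Evaluation: Percent activation versus DMSO | Control set: DMSO-treated SF-1-transfected cells as negative, DMSO-treated mock-transfected cells lacking SF-1 as background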
S1P3 agonist – S1P3 (human) receptor agonism; activation, % at 4.5 µM; Q99500; 60,000 tested, 0.1% active; AID 373; S1P3 NFAT-BLA reporter cells, FRET ratio; relative to 1 µM S1P, basal subtracted;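 active = activation above the screen-wide mean plus 3 SD, cut at about 4.5% in these data, passing the limit was not always enough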; note: some compounds called inactive have numbers as strong as hits
Target sequence (Q99500 whole entry, looked up): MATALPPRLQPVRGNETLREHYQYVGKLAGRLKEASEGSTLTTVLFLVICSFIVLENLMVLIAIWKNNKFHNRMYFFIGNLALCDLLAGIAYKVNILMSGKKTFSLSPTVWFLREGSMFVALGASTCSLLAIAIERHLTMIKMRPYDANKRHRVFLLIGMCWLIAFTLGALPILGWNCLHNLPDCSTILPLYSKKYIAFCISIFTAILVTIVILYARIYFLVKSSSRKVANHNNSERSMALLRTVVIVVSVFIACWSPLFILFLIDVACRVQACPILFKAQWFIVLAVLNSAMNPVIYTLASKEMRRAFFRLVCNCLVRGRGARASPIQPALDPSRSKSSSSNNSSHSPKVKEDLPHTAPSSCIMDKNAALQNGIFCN
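material = human S1P3 NFAT-BLA reporter CHO cells | schedule = 4 h compound at 37 °C, 2 h substrate at RT | measured by = fluorescent BLA substrate, ex 405 nm, em 460/535 nm ratio | controls = 1 µM S1P reference | replication = primary once, confirmation triplicate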
AP ELISA ortho – orthogonal test for alternative complement pathway inhibitors; Human serum alternative complement pathway, LPS-coated ELISA, C3 deposition; tested in compound mixtures; inhibition, % at 5 µM; 62,000 tested, 0.08% active; AID 1235;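 active = inhibition above 30% in each of the two pooled mixtures holding the compound, so the lower value exceeds 30%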;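 note: 0% = serum in Mg-EGTA without compound and 100% = EDTA serum blank; some compounds past the cut are filed as inactive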
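Test system: human serum complement alternative pathway, C3 deposition onto LPS / Medium: Mg2+-EGTA GVB++ buffer containing human serum at 1:15 dilution / Probe or stimulus: Plate-bound LPS / Times: 1 h at 37 °C / Signal: ELISA with HRP anti-human C3 antibody, TMB substrate, absorbance 450 nm / Measure: percent inhibition / Repeats: two pool placements per compound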
RORA act – activators of human nuclear receptor RORA; P35398; CHO-K1 Gal4-RORA LBD luciferase reporter, luminescence; percent increase over mock-subtracted basal signal; activation, % at 10 µM; 65,000 tested, 1.5% active; AID 560;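 active = activation above the mean of all tested compounds plus 3 SD, cut at about 49% in these data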;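 note: 0% = DMSO-treated RORA cells and 100% = added signal equal to DMSO minus mock-transfected cells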
Ecoli tolC – blocks growth of E. coli BW25113 tolC mutant; OD615; growth inhibition, % at 10 µM (by protocol); 65,000 tested, 2.2% active; AID 573;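 active = growth inhibition at or above a cutoff equal to the mean over every tested compound plus 3 SD, cut at about 60% in these data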;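 note: growth measured after 20 h incubation at 37 °C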
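Assay system: tolC-deleted E. coli BW25113. Medium: kanamycin-containing LB broth (50 µg/mL). Dosing: 10 µM final, single dose. Timing: bacterial growth with compound for 20 h at 37 °C. Detection: A615 absorbance measurement. Read-out basis: growth inhibition in percent.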
* hit, by the source's call; x = no result given. This is a random part of the collection, and some 7.1% of all compounds hit somewhere here.

SMILES	HTR1E agonist	S1P1 ag-PAM	5HT1E antag	5-HT1A blocker	SF-1 act	S1P3 agonist	AP ELISA ortho	RORA act	Ecoli tolC
Cc1cc(NC(=O)CSc2nc(C3CC3)nc3sc4c(c23)CCC(C)C4)no1 (centres undefined)	-0.3	-4	3	2	7	-0.9	8	-9	17
CCCc1nc(SCC(=O)Nc2cc(Cl)ccc2OC)c2c(=O)n(C)c(=O)n(C)c2n1	0.7	20	-5	-5	4	-0.1	4	-1	6
Fc1ccc(-c2nc3n(n2)Cc2ccccc2-3)cc1	-0.9	12	2	17	15	-0.5	5	-10	5
CC(C)CCn1c(CN(C)Cc2ccccc2)nc2c1c(=O)n(C)c(=O)n2C	-0.1	-36	-5	-4	-3	-0.9	12	10	x
S=C(N=Nc1ccccc1)NNc1ccccc1	0.3	-17	0	x	36	0.0	6	37	6
CN(c1ccccc1C(=O)N1CCN(c2cccc(Cl)c2)CC1)S(C)(=O)=O	1.1	-5	-11	1	-4	-1.5	2	-6	-2
O=C(Nc1nccs1)C1CCN(S(=O)(=O)c2cccnc2)CC1	-0.2	-15	-8	-8	-9	0.3	11	12	-19
CCc1sc(C(=O)N2CCN(S(C)(=O)=O)CC2)cc1Br	0.8	12	-1	4	-5	0.1	7	-9	-4
COc1ccccc1-c1nc(-c2ccncc2)no1	0.4	25	-5	8	10	-0.8	21	58*	-17
COc1ccc(C(NC(=O)c2ccco2)c2ccc(OC)c(OC)c2)cc1OC	-0.4	17	18	13	-12	-0.5	15	-4	-18
COc1cccc2cc(C(=O)Nc3cccc(C)n3)c(=O)oc12	-0.5	6	2	10	73*	-0.4	27	58*	-10
COCCCNC(=O)c1c(N)n(/N=C/c2ccccn2)c2nc3ccccc3nc12	0.7	7	3	x	11	0.1	x	10	5
COCCCNC(=O)CC1Oc2ccccc2NC1=O (centres undefined)	0.2	-23	2	-4	3	0.1	1	13	-20
CCC(C)(C)n1nnnc1C(c1ccc(Cl)cc1)N1CCN(C)CC1 (centres undefined)	-0.4	-7	-7	0	9	-1.1	1	-9	-4
Cc1ccc(-c2nc(CS(=O)(=O)CC(=O)N3CC(C)CC(C)C3)c(C)o2)cc1 (centres undefined)	-1.1	7	0	-6	0	0.4	17	-1	10
c1csc(CSc2nc3ccccc3s2)c1	-1.4	-38	16	6	52*	-0.8	10	45	4
Nc1nc(-c2ccccc2Br)cs1	-0.4	10	1	13	-8	-0.5	-4	4	14
O=C(CN1C(=O)NC2(CCCCC2)C1=O)NCCC1=CCCCC1	-0.5	15	-1	-18	3	-1.0	15	-8	-4
CCCC(C(=O)NCc1ccco1)N(C(=O)CNS(=O)(=O)c1ccc(Cl)cc1)C1CCCC1 (centres undefined)	2.7	3	-11	1	14	1.6	13	-10	27
O=C(NCc1ccc(F)cc1)c1ccc(CS(=O)(=O)Cc2ccccc2F)o1	-0.6	21	15	-2	-12	-0.8	4	-3	-16
CCn1c(-c2ccc(F)cc2)n[nH]c1=S	0.8	-8	-4	-12	2	-0.6	3	-8	-9
CC(=O)NC1CC(C)(C)N(OC(C)=O)C(C)(C)C1	-0.7	x	-7	9	-8	x	7	-9	5
CC(=O)c1ccc(NC(=O)CSc2nc3nc(C)cc(C)n3n2)cc1	0.2	-12	11	-1	-14	0.3	3	12	-13
O=c1c2cccnc2[nH]c(=S)n1CCCN1CCN(c2ccccc2F)CC1	0.6	-1	-7	12	-15	-0.3	1	-6	-19
COc1ccc2cc(CN(CC3COCCO3)S(=O)(=O)c3ccc(Cl)cc3)c(=O)[nH]c2c1 (centres undefined)	-0.3	-14	-4	-5	13	-0.7	13	9	6
COc1ccccc1CNC(=O)c1c(O)c2cc(OC)c(OC)cc2[nH]c1=O	-0.6	2	-2	-7	-1	-0.5	9	-12	13
O=C(COC(=O)C12CC3CC(CC(O)(C3)C1)C2)NC(=O)NCc1ccco1	-0.4	-28	10	-3	-9	-0.9	-7	16	5
COc1cc(NC(=O)Cc2ccccc2)ccc1NC(=O)c1ccco1	0.1	0	6	-13	25	-1.0	5	3	-3
CCOC(=O)CSc1nc2c(c(=O)n(Cc3ccccc3Cl)c(=O)n2C)n1C	-1.1	-2	-6	-11	-12	0.5	8	11	13
O=C1CC(N2CCN(c3nc4ccccc4s3)CC2)C(=O)N1Cc1cccs1 (centres undefined)	0.1	x	8	3	12	-1.0	14	-4	16
CCOC(=O)c1cnc2ccc(Br)cc2c1NCC(C)O (centres undefined)	-0.8	-32	3	-5	0	0.0	9	-6	5
COc1cc(C(=O)NCCC(=O)NCCCN2CCCCC2C)cc(OC)c1OC (centres undefined)	-0.7	-7	-3	4	-22	-0.2	16	1	-9
Nc1c2c(nc3ccccc13)CCC2	0.4	-18	-7	-6	26	0.0	4	-4	-7
CCn1cc(C(=O)NC2CCCCCC2)c(=O)c2cc(S(=O)(=O)N3CCCCC3)ccc21	1.4	4	-1	-3	7	-1.0	27	-12	4
CC(C)CNC(=O)C1CCN(c2ccc(S(=O)(=O)N3CCOCC3)cc2)CC1	0.3	2	0	-7	-11	-0.4	30	3	-15
COc1ccc(OC)c(C2C(C(=O)c3sc(C)nc3C)=C(O)C(=O)N2CCN2CCOCC2)c1 (centres undefined)	-0.2	8	-7	x	-4	-2.2	x	-6	1
Cc1ccc2cc(CN(CC3CCCO3)S(=O)(=O)c3ccc4c(c3)OCCO4)c(=O)[nH]c2c1C (centres undefined)	0.4	-15	-1	-8	12	-0.5	7	0	23
CCCc1[nH]nc2c1C(c1ccc(OC(=O)c3ccco3)cc1)C(C#N)=C(N)O2 (centres undefined)	0.3	-17	5	-4	4	-2.0	11	-3	20
CC(=O)N(Cc1cc2ccc(C)c(C)c2n2nnnc12)C1CCCC1	-0.4	1	9	-34	-10	0.1	3	-16	-3
CCc1cc2c(NCCC(=O)O)nc(C)nc2s1	-0.8	13	-1	10	-8	-1.1	-18	-7	7
O=C(OCC(O)C(O)COC(=O)c1ccccc1)c1ccccc1 (centres undefined)	0.5	-2	-5	-12	-10	0.0	4	4	11
CCOC(=O)C1C(=O)OC2(CCCC2)C1C(=O)OCC (centres undefined)	1.1	x	2	-12	-10	0.0	9	-12	-17
CC(C)(C)CC(=O)N1CCC(c2nc3c(nnn3Cc3c(F)cccc3Cl)c(=O)[nH]2)CC1	1.0	-3	2	-9	-2	-0.3	-5	-4	15
Nc1cc(C(=O)O)ccc1Nc1ccc(F)c(F)c1	33*	-1	-8	-6	-13	-1.0	-2	-11	-1
O=c1c2c(-c3ccccc3)csc2nc2n1CCC2	0.8	-50	-7	-14	2	0.0	-16	24	-16
CSc1nc2sc3c(c2c2nnnn12)CCC3	0.3	-4	-4	x	-5	-1.2	x	-1	9
COc1ccc(C2C(C(=O)NCCN3CCOCC3)c3ccccc3C(=O)N2C)cc1OC (centres undefined)	1.1	x	-14	-6	-13	x	6	-11	-13
CCOC(=O)c1sc(NC(=O)CSc2nnnn2-c2ccc(C)cc2C)nc1C	0.0	3	-5	3	-24	-1.6	5	-4	-21
CC(=O)NC1CC2CCCC(C1)N2CC(=O)Nc1ccccc1 (centres undefined)	-0.2	x	10	-6	5	x	-16	32	-14
CCCC(=O)Nc1nnc(Cc2ccccc2)s1	-0.3	-27	4	3	22	-0.6	-5	-1	-6
COc1ccc(-c2nnc(SCC(=O)Nc3ccccc3OC)o2)cc1	0.3	-4	13	4	38	-0.5	11	34	4
O=S(=O)(c1ccccc1S(=O)(=O)N1CCCCC1)N1CCCCC1	0.5	x	-3	8	2	x	5	-15	4
CCC(C)Cn1c(S(=O)(=O)O)nc2ccccc21 (centres undefined)	-1.0	-134	-5	-11	-12	0.1	9	-9	-5
O=C(COC(=O)c1ccccn1)c1ccc(Br)cc1	-1.1	-10	19	0	23	-1.5	0	19	1
CC(Oc1ccc(Cl)cc1Cl)C(=O)NCCCN1CCOCC1 (centres undefined)	0.1	-20	-2	2	13	-0.7	0	4	-10
CCOC(=O)N1CCC(NCCNC(=O)c2ccccc2)CC1	0.7	x	1	6	0	x	5	-9	-15
CCOC(=O)N1CCN(c2ncnc3c2oc2nc(C(C)C)c4c(c23)CCC4)CC1	-1.0	0	-9	-16	-13	-0.6	10	-8	36
Cc1cc(C)n(S(=O)(=O)/C=C/c2ccccc2)n1	0.5	19	6	x	-36	-5.2	x	-37	9
Cc1ccc(-c2nc3cc(N)ccc3o2)cc1	0.4	-18	9	14	-19	-1.4	9	-27	-1
CCN1CCN(C(=O)Cn2c(=O)sc3ccccc32)CC1	0.9	-5	-1	-10	4	-1.8	15	-19	-5
Other compounds
SMILES	HTR1E agonist	S1P1 ag-PAM	5HT1E antag	5-HT1A blocker	SF-1 act	S1P3 agonist	AP ELISA ortho	RORA act	Ecoli tolC
O=C(Cc1ccccc1)Nc1c2c(nn1-c1cccc(Cl)c1)CS(=O)(=O)C2	0.7	x	2	21	-13	x	18	-28	2
O=C(CSc1nnc(Cc2cc(=O)[nH]c(=O)[nH]2)n1-c1ccc(F)cc1)NC1CCCC1	0.6	-14	-8	5	-7	-0.6	25	-20	-7
CCCc1cc(C(=O)Nc2sc3c(c2C(=O)OCC)CCCC3)no1	-0.7	-36	-16	-4	5	-0.4	5	1	-12
Cc1cc(Br)ccc1OCC(=O)N(Cc1nc(-c2ccccc2)no1)C(C)C	1.1	-1	-1	22	-9	-1.6	8	-16	43
CCOC(=O)Cn1c(C)cc(=O)c2cccc(C)c21	-0.9	x	0	10	3	-1.5	-5	-6	-9
Cc1ccc(Cl)cc1-n1c(=O)cc(N2CCN(C(=O)c3ccco3)CC2)[nH]c1=O	0.4	x	3	3	-4	x	x	-6	6
Cc1cc(/C=N/n2cnnc2)c(C)n1-c1ccc(OCc2ccc(F)cc2)cc1	0.6	142*	20	21	-86	-2.3	15	-70	36
CC(=O)NC(Cc1ccccc1F)C(=O)NC1CCN(C(=O)c2cnccn2)CC1 (centres undefined)	0.4	8	-8	-13	1	0.6	-3	12	-16
CC1CCC(NC(=O)CN2CCCN(Cc3ccc(F)cc3Cl)C2=O)CC1 (centres undefined)	-0.5	-7	-6	5	-9	-1.2	11	16	19
O=C(Nc1ccc(Cl)c(C(F)(F)F)c1)c1ccco1	0.1	20	14	22	40	-1.1	4	43	98*

Compound activity (PubChem BioAssay)
